ER stress rescue – rescue of cells from ER stress-induced death, primary screen, 384-well, CSM14.1, thapsigargin, ATP luminescence (AID 1222). 190,000 tested, under 10 active. one-dose cellular ATP content (survival), % at 20 µM; EC50 in µM for titrated hits. CSM14.1 thapsigargin-induced death rescue, ATP luminescence; higher % means a stronger effect;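 active = EC50 below 50 µM in the dose-response confirmation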;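 note: death triggered by thapsigargin at about 15 µM added after 2 h compound pretreatment; cell ATP read after overnight thapsigargin exposure of roughly 18 to 22 hours; normalized against plate controls of thapsigargin alone and 5% DMSO vehicle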
XIAP antagonists – XIAP antagonists, biochemical, IAP family, fluorescence polarization (AID 1018). 200,000 tested, 0.007% active. displacement, % at 20 µM; hits with a dose series show IC50 in µM. E3 ubiquitin-protein ligase XIAP (Homo sapiens). XIAP BIR domain, fluorescence polarization peptide displacement; higher % means a stronger effect; in the data active = displacement above about 50%; note: a part of the inactive calls stands beside numbers as strong as those of hits
Dengue-2 NS5 capping – Dengue-2 NS5 methyltransferase inhibitors, primary screen, biochemical, confirmation dose response (AID 588689); Genome polyprotein (Dengue virus type 2 (strain 16681-PDK53)); Dengue-2 NS5 methyltransferase capping enzyme assay, biochemical; higher % means a stronger effect; inhibition, % at 25 µM, or IC50 in µM where a hit was titrated; 340,000 tested, 0.3% active; in the data active = a potency from the dose series
SV40 large T antigen – SV40 large T antigen inhibitors, biochemical (AID 1903) | 310,000 tested, 0.39% active | SV40 large T antigen ATPase/helicase inhibition assay; higher % means a stronger effect | inhibition, % at 20 µM, or IC50 in µM where a hit was titrated; in the data active = a potency from the dose series; note: strong numbers were not always called active
WT yeast gro inh – growth inhibition of WT strain, primary screen, mitochondrial fusion inhibitor project, WT and mutant strains, chemical genetic. mitochondrial fusion phenotypic screen. inhibition, % at 10 µM. 190,000 tested, 2.1% active; in the data active = inhibition above about 58%; tested in S. cerevisiae
RSV CPE inhibition – RSV antiviral activity via CPE protection, HEp-2 cells, primary 10 µM value included (AID 2391); HEp-2 cells, RSV-induced CPE inhibition; higher % means a stronger effect; CPE inhibition, % at 10 µM; hits with a dose series show IC50 in µM; 310,000 tested, 0.13% active; in the data active = a potency from the dose series; note: strong numbers were not always called active
West Nile antiviral – West Nile virus antiviral activity, cell-based, CPE readout (AID 1621); West Nile virus-infected cells, CPE inhibition; higher % means a stronger effect; CPE inhibition, % at 10 µM, or IC50 in µM where a hit was titrated; 290,000 tested, 0.02% active; in the data active = a potency from the dose series; note: strong numbers were not always called active
Yfh1-depleted yeast – enhancers of respiration in Yfh1-depleted yeast, dose response, Friedreich's ataxia, plus single-dose screen (AID 1465); S. cerevisiae Yfh1-off respiration, WST-1 reduction, 72 h; higher fold induction means a stronger effect; one-dose fold induction at 50 µM; EC50 in µM for titrated hits; 220,000 tested, 0.074% active;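 active = fold induction of absorbance versus untreated yeast above a set limit, then at least 30% activation at any dose in follow-up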;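 note: activators that raise dye reduction in frataxin-depleted yeast; strong numbers were not always called active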
K1F lysis inhibition – inhibition of K1F phage lysis, E. coli UTI89, bacterial capsule biogenesis inhibitors, alamar blue (AID 488966); E. coli UTI89 K1F phage lysis, alamar blue, 2 h; higher % means a stronger effect; inhibition, % at 100 µM; hits with a dose series show IC50 in µM; 340,000 tested, 0.02% active;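 active = phage lysis inhibition, versus mean bacterial control, above a set limit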;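 note: capsule biogenesis inhibitors block K1F phage lysis so surviving cells raise fluorescence; higher fluorescence means more inhibition of phage lysis; actives were called in the ten point dose series up to 300 µM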
WT yeast gro inh mutant strain – further read-out of WT yeast gro inh, marked with its call; inhibition, %; mitochondrial fusion phenotypic screen, mutant strain inhibition
Dengue-2 NS5 capping pilot replicate – recorded beside Dengue-2 NS5 capping, whose call it bears; inhibition, %; measured here: pilot screen replicate inhibition
An asterisk follows results filed as active; i = inactive; · = no result given; [ ] = dose if it differs, or a comment.

SMILES | ER stress rescue | XIAP antagonists | Dengue-2 NS5 capping | SV40 large T antigen | WT yeast gro inh | WT yeast gro inh mutant strain | RSV CPE inhibition | West Nile antiviral | Yfh1-depleted yeast | K1F lysis inhibition | others
COc1ccc(C2(C(=O)Nc3ccc(OC)cc3OC)CCCC2)cc1 | 3.2% | 0.9% | -2.2% | 3.3% | -36.1 | -9.7 | 1.9% | -1.0% | i | -0.6%
CCOC(=O)C1CCCN(C(=O)c2cn(CC(C)C)c(=O)c3cc(OC)c(OC)cc23)C1 (stereo unspecified) | -0.6% | -4.9% | -9.7% | -4.9% | 0.8 | 0.3 | 1.9% | -0.1% | i | 0.3%
CCOC(=O)c1snc(-c2ccc(F)cc2)c1N | -3.4% | -3.3% | 0.8% | 19.0% | -16.2 | -17.0 | 13.2% | -0.7% | i | 4.4%
Cn1cccc1Cc1nnc(SCC(=O)NCc2ccco2)n1-c1ccc(F)cc1 | -1.3% | 1.5% | -4.1% | 4.5% | 17.9 | 24.0 | 0.7% | 0.0% | i | -0.3%
CCc1nnc(NC(=O)c2ccc3c(c2)C(=O)N(CC)C3=O)s1 | · | · | 7.5% | 4.9% | -1.2 | 2.4 | -0.7% | 0.7% | i | -0.2% | Dengue-2 NS5 capping pilot replicate=3.0
S=C(NC1CCCCC1)N1CCOCCOCCN(C(=S)NC2CCCCC2)CCOCCOCC1 | · | · | · | 18.7% | · | · | 2.0% | -0.6% | i | ·
Cc1ccc(NC(=S)N2CCCC(c3ccccc3)=N2)cc1 | · | · | 10.9% | 10.4% | · | · | 6.4% | -1.3% | i | 0.6%
COc1ccc(/C=C/c2nc3ccccc3n2Cc2ccccc2OC)cc1 | -6.9% | 2.2% | -12.8% | 18.7% | 74.6* | 29.0* | 18.4% | -1.1% | i | 0.2%
Cc1oc2cc(O)ccc2c(=O)c1N1C(=O)c2ccccc2C1=O | -0.7% | -4.6% | -2.6% | 0.2% | 3.1 | 2.8 | 3.1% | 0.6% | i | 2.9%
COc1ccc(NC(=O)c2ccc(CNS(=O)(=O)c3cccc(OC)c3)cc2)cc1 | 1.7% | -2.4% | -4.8% | -14.2% | -3.8 | -9.2 | -0.2% | -0.2% | i | 0.4%
O=C(c1ccccc1-n1cccc1)N1N=C(C(F)F)CC1(O)C(F)F (stereo unspecified) | -1.4% | -3.6% | -3.6% | 13.2% | -1.9 | -23.3 | -0.4% | -0.9% | i | 2.9%
Cc1ccc(NC2CCCN(C(=O)CN3C(=O)c4ccccc4C3=O)C2)cc1C (stereo unspecified) | · | · | -5.9% | 12.2% | · | · | 2.0% | -0.4% | · | 0.0%
CN(C)c1nc(C(=O)OCCO)nc(N(C)C)n1 | -1.3% | -1.8% | -1.9% | 0.3% | -23.9 | -13.7 | 0.6% | -0.3% | i | 0.5%
CCCCCCCC[n+]1c(C)n(-c2ccccc2)c2ccc(NC(C)=O)cc21 | -0.8% | 0.4% | -2.2% | 8.5% | 13.9 | 17.3 | -2.4% | -1.4% | i | 0.3%
CSc1n[nH]c(/N=C/c2oc(O)c3ccccc23)n1 | 1.2% | -1.7% | 7.1% | -0.1% | 2.5 | 2.5 | 0.3% | 0.0% | i | 0.1%
O=C(Nc1nnc(C2=COCCO2)o1)c1ccc([N+](=O)[O-])s1 | · | · | -3.2% | 17.1% | · | · | -1.2% | -0.1% | · | -0.4%
Cc1cc(C)c(S(=O)(=O)n2c([N+](=O)[O-])cnc2C)c(C)c1 | -3.1% | -2.9% | -6.5% | 2.0% | -8.4 | -9.2 | -0.4% | 1.6% | i | 2.8%
Cc1c(Br)c([N+](=O)[O-])nn1CC(=O)N(C)Cc1ccccc1 | 0.5% | -1.5% | -2.3% | 6.9% | 0.2 | -5.6 | 0.0% | -0.5% | i | -0.3%
COC(=O)c1cn(NC(=O)/C=C/c2ccc(OC)c(OC)c2)c(=O)c2ccccc12 | 2.5% | -5.7% | -1.3% | -0.3% | -11.8 | 0.2 | 3.0% | -0.4% | i | -0.4%
CCCCC(=O)N1C/C=C\C(c2ccc(OC)cc2)N(Cc2ccc(F)cc2)C(=O)C1 (stereo unspecified) | · | · | -6.5% | 13.5% | · | · | 0.7% | -0.9% | i | 2.1%
CNC(=S)NNc1ccccc1[N+](=O)[O-] | · | -4.1% | 1.5% | 12.0% | 10.5 | 12.1 | 1.9% | -0.6% | i | 1.9%
CCC1OC(=O)C(C)C(OC2C[C@@](C)(OC)C(O)C(C)O2)C(C)C(O[C@@H]2OC(C)CC(N(C)C)C2O)[C@](C)(O)CC(C)C(=NOCOCCOC)C(C)C(O)[C@]1(C)O (stereo partly specified) | · | · | -3.0% | 20.7% | · | · | -0.3% | · | · | -0.3%
Cc1ccc(NC(=O)CN(C)C(=O)Nc2ccc(C)cc2)cc1 | · | · | -6.6% | 8.1% | · | · | 2.5% | -0.3% | · | 0.2%
Cc1cc(-c2nnc3n2N=C(c2ccccc2Br)CS3)n[nH]1 | · | · | -2.3% | 4.4% | · | · | -0.2% | 0.3% | i | -2.4%
On1c(-c2ccccc2Cl)nc2ccccc21 | -0.7% | -18.8% | -4.4% | 0.2% | 5.0 | -3.5 | 0.8% | -0.5% | i | 0.7%
C[C@H](O)CC1=C[C@H](O)[C@@H](C)OC1=O | 0.6% | -4.4% | 0.0% | 11.1% | 2.1 | -7.6 | 1.6% | 0.2% | i | -3.4%
CC1CN(C(=O)C2(C)CC2(Br)Br)CC(C)O1 (stereo unspecified) | -3.6% | -5.0% | -7.1% | -13.6% | 0.2 | -25.5 | 0.7% | 0.3% | i | 0.8%[50 µM]
Cn1c2c(c3ccccc31)CCN=C2c1ccccc1 | · | · | -0.7% | 4.2% | · | · | -1.6% | 0.1% | i | 2.2%
O=C(COc1ccc([N+](=O)[O-])cc1)Nc1ccc(N2CCCC2)cc1 | -0.9% | -1.9% | 0.0% | 3.8% | -4.4 | -11.4 | 0.9% | 0.3% | i | i
Nc1cnc(CNc2ccccc2Cl)cn1 | · | · | -0.8% | 0.3% | · | · | 3.9% | 0.1% | i | -1.4%
CCOC(=O)Cc1nnc(Nc2cc(C)ccc2C)c2ccccc12 | 0.5% | -2.0% | 0.9% | 6.7% | -2.7 | 5.6 | 1.2% | -0.7% | i | 0.1%
Cc1onc(-c2ccccc2Cl)c1C(=O)OCC(=O)Nc1ccc2c(c1)OCO2 | 6.6% | -6.6% | 4.1% | 2.6% | 33.9 | 18.5 | 3.9% | -0.5% | i | -0.4%
COc1ccccc1C1CC(c2ccco2)=NN1S(C)(=O)=O (stereo unspecified) | -1.0% | -10.3% | -11.1% | 21.2% | -2.0 | 2.1 | -0.1% | 0.0% | i | -2.8%
O=C(O)C1CCCCC1C(=O)N1CCCC1 (stereo unspecified) | -0.2% | -10.7% | · | 18.1% | -12.9 | -6.7 | 1.1% | 1.0% | i | 0.1%
CN(C)N1C(N)=C(C#N)C(c2cccc(Cl)c2)C2=C1CCCC2=O (stereo unspecified) | · | · | 5.5% | 21.9% | · | · | 0.8% | -0.6% | · | 0.2%
COc1cccc(-n2nnnc2SCC(=O)NCc2ccc3c(c2)OCO3)c1 | -0.1% | -21.4% | 4.1% | -0.4% | -9.9 | -12.4 | -1.6% | · | · | 2.4%
COCCCN1C(=O)C(=O)/C(=C(/O)c2ccc(OC(C)C)c(C)c2)C1c1ccncc1 (stereo unspecified) | 0.5% | -1.9% | -6.5% | 0.6% | 2.9 | 9.1 | 0.1% | 0.1% | i | 1.1%
CC(=O)N1CCc2cc(C(=O)CN3CCN(c4ccccn4)CC3)ccc21 | · | · | -13.4% | 3.6% | · | · | 0.7% | 0.4% | i | 1.0%[50 µM]
CN(C)c1ccc(/C=N/NC(=O)c2ccn(C)n2)cc1 | · | · | 2.3% | 16.3% | · | · | 0.7% | -0.1% | i | 0.8%
COC(=O)CCN(C(=O)c1ccc(OC(C)=O)cc1)c1ccccn1 | -0.6% | 4.1% | 6.9% | 4.1% | -9.7 | -5.2 | 1.6% | 0.4% | i | 0.7%
Cc1ccc(NCC(=O)c2ccc(C)cc2)cc1 | · | · | -2.7% | 2.2% | · | · | 0.7% | -0.6% | · | 0.1%
Cn1c(SCC(=O)NC2CC2)nnc1-c1ccccn1 | · | · | -5.2% | 25.7% | · | · | 1.7% | -0.5% | · | 0.0%
COc1ccccc1C(CCN(Cc1ccccc1)C(C)=O)c1ccco1 (stereo unspecified) | · | · | -5.8% | 23.4% | · | · | -1.6% | -0.4% | i | -0.1%
CCCCCC1CC(CC(=O)NC(=S)Nc2ccc([N+](=O)[O-])cc2)C(=O)O1 (stereo unspecified) | -2.5% | 3.9% | 12.4% | 13.5% | 9.8 | -9.3 | 2.4% | 0.4% | i | 1.2%
COc1cc(Cl)c(C)cc1NC(=O)COC(=O)/C=C/c1c(C)nn(C2CCS(=O)(=O)C2)c1Cl (stereo unspecified) | -1.4% | -3.1% | -3.8% | 4.3% | -9.2 | -5.6 | 0.8% | 0.7% | i | 0.4%
CCSc1nc(C)nc2sc(C)c(C)c12 | · | · | -2.9% | 9.0% | · | · | 4.6% | -0.1% | i | -0.1%
CCC1Sc2ccc(S(=O)(=O)CCC(=O)NCc3ccco3)cc2NC1=O (stereo unspecified) | · | · | -8.3% | 18.3% | · | · | -0.1% | 0.0% | · | -0.1%
COc1cccc(N2CCN(CC(=O)NC(=O)NCc3ccco3)CC2)c1 | 0.6% | -12.2% | -2.9% | 8.9% | 0.9 | 1.4 | 0.8% | 0.2% | i | 0.2%
CC1CCCC(NC(=O)CCC(=O)c2ccc(F)cc2)C1C (stereo unspecified) | · | · | -1.5% | 7.4% | · | · | -1.8% | -0.1% | i | -0.1%

Sorted by formula weight (descending): 6 of the compounds above
SMILES | ER stress rescue | XIAP antagonists | Dengue-2 NS5 capping | SV40 large T antigen | WT yeast gro inh | WT yeast gro inh mutant strain | RSV CPE inhibition | West Nile antiviral | Yfh1-depleted yeast | K1F lysis inhibition | others
COc1cc(Cl)c(C)cc1NC(=O)COC(=O)/C=C/c1c(C)nn(C2CCS(=O)(=O)C2)c1Cl (stereo unspecified) | -1.4% | -3.1% | -3.8% | 4.3% | -9.2 | -5.6 | 0.8% | 0.7% | i | 0.4%
CCCCCC1CC(CC(=O)NC(=S)Nc2ccc([N+](=O)[O-])cc2)C(=O)O1 (stereo unspecified) | -2.5% | 3.9% | 12.4% | 13.5% | 9.8 | -9.3 | 2.4% | 0.4% | i | 1.2%
COc1cccc(N2CCN(CC(=O)NC(=O)NCc3ccco3)CC2)c1 | 0.6% | -12.2% | -2.9% | 8.9% | 0.9 | 1.4 | 0.8% | 0.2% | i | 0.2%
COc1ccccc1C(CCN(Cc1ccccc1)C(C)=O)c1ccco1 (stereo unspecified) | · | · | -5.8% | 23.4% | · | · | -1.6% | -0.4% | i | -0.1%
Cn1c(SCC(=O)NC2CC2)nnc1-c1ccccn1 | · | · | -5.2% | 25.7% | · | · | 1.7% | -0.5% | · | 0.0%
Cc1ccc(NCC(=O)c2ccc(C)cc2)cc1 | · | · | -2.7% | 2.2% | · | · | 0.7% | -0.6% | · | 0.1%

High-throughput results deposited in PubChem BioAssay by several laboratories.
